# Assay outcomes (PubChem)
# PLK1 PBD inh – qHTS for Inhibitors of PLK1-PDB (polo-like kinase 1 - polo-box domain): Primary Screen | Serine/threonine-protein kinase PLK1 (Homo sapiens), P53350 | Plk1 PBD binding of FITC phosphopeptide, fluorescence polarization | 2.8% of 360,000 active | Potency, µM, inactives show max response, negative = inhibition, most hits filed as inhibitors; note: potency is the fitted concentration of half-maximal effect; series mostly up to about 57 µM; % is set by controls: 0 for no effect and ±100 for the full control effect; nearly all actives have a fitted effect of over 65% in size
# Target sequence (P53350 whole entry, looked up, the tested form may be a part): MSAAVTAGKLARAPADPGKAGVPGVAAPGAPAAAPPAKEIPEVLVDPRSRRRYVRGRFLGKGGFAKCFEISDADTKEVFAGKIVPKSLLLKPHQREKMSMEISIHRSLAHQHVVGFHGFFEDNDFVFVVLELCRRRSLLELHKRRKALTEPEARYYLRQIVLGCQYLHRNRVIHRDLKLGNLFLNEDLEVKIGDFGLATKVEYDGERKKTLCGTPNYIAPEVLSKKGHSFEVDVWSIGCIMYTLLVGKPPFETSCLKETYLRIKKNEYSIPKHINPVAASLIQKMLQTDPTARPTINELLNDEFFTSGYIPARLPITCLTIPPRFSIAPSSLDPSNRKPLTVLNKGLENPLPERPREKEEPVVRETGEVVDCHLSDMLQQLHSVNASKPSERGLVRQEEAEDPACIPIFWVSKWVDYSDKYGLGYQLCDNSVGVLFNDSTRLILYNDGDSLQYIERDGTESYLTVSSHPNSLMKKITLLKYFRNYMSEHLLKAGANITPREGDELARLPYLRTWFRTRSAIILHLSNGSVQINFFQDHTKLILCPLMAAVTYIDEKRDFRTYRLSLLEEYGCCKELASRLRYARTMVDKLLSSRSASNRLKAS
# aSyn yeast inh – qHTS of alpha-syn Inhibitors; Potency, µM (series often up to 46.1 µM), for inactives: at the highest dose growth rescue (activation), most hits filed as activators; 0.14% of 370,000 active; Yeast expressing alpha-synuclein, growth rescue, BacTiter-Glo, 24 h; note: potency is the fitted concentration of half-maximal effect; % of control where 0% means no effect; nearly all actives have a fitted effect of over 65% in size
#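 Readout is rescue of growth in alpha-synuclein-expressing yeast, so inhibitors of toxicity appear as activators. Growth after 24 hr at 30 deg C in galactose medium is quantified by luminescence.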
# Abeta yeast res – qHTS for compounds that reverse cellular toxicity of Amyloid beta (A-beta) peptide in yeast: Primary Screen | yeast expressing A-beta42, growth rescue, OD600, 48 h; response scale: 0% DMSO, 100% iron-clioquinol control | Potency, µM (series often up to 46.1 µM), for inactives: at the top dose growth rescue, most hits filed as activators | 0.063% of 410,000 active; note: potency is the fitted concentration of half-maximal effect; nearly all actives have a fitted effect of over 55% in size
#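 Yeast A-beta toxicity model in growth medium with pinned compounds, 48 h at 30 C; growth read as absorbance at 600 nm. Normalized to FeCl3/clioquinol equimolar mix (positive) and DMSO (negative).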
# EPAC1 antagonist – qHTS for Antagonist of cAMP-regulated guanine nucleotide exchange factor 3 (EPAC1): primary screen | Rap guanine nucleotide exchange factor 3 (Homo sapiens), O95398 | EPAC1 GEF assay, Rap1b-BODIPY-GDP exchange fluorescence | Potency, µM (series often up to 115 µM), for the others: top-dose activity change, negative = inhibition, actives largely listed as inhibitors | 0.14% of 360,000 active;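 note: potency is the fitted concentration of half-maximal effect; plate controls were vehicle for no effect and positive control for full effect; nearly all actives have a fitted effect of over 50% in size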
# IL2 activator – qHTS of IL-2 Activators | IL-2 activation reporter assay, cell-based qHTS; stimulated with anti-CD3/CD4/CD28 beads; in transgenic mouse T cells | activation, % (series mostly up to about 46 µM) | 0.065% of 360,000 active | AID 652025, 2013; in the data active = activation above about 50%; inconclusive = mostly about 30% to 49%; note: 0% is about no effect
#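 First, unstimulated transgenic mouse T cells were exposed to compound for 60 min. Next, anti-CD3/anti-CD4-coated beads with anti-CD28 were added. Finally, after 18 h at 37 degrees C, EGFP and DsRed were imaged.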
# WRN inhibitor – qHTS for Inhibitors of WRN Helicase; Bifunctional 3'-5' exonuclease/ATP-dependent helicase WRN (Homo sapiens), Q14191; WRN helicase unwinding, fluorescent forked duplex, kinetic; Potency, µM (titrated, usually from 114 µM), for the others: at the top dose activity change, negative = inhibition, actives largely listed as inhibitors; 0.46% of 360,000 active; note: potency is the fitted concentration of half-maximal effect; % is set by controls: 0 for no effect and ±100 for the full control effect; nearly all actives have a fitted effect of over 55% in size
#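 Primary qHTS, 1536-well format. 20 nM WRN + compound, 15 min RT; start with 100 nM forked fluorophore/quencher duplex, 2 mM ATP (final); kinetic read ex 525/em 598 nm.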
# FUS suppressor – qHTS for Suppressors of FUS Proteinopathy: Primary screen using FUS-linked yeast assay. S. cerevisiae FUS-expressing, growth rescue, OD600, 24 h. 0.24% of 390,000 active. Potency, µM (highest dose often 76.6 µM), inactives show at the highest dose growth rescue (activation), hits mostly activators;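 note: potency is the fitted concentration of half-maximal effect; plate controls were DMSO vehicle for no effect and reference control for full effect; nearly all actives have a fitted effect of over 55% in size; some results filed as inactive show a strong effect at the top dose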
#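 Quantitative HTS measuring growth restoration of FUS-toxic yeast. Galactose-induced cells (OD 0.005) were exposed 24hr at 30C to compounds at several concentrations, then absorbance at 600 nm was recorded.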
# PI5P4K alpha inh – qHTS for Inhibitors of phosphatidylinositol 5-phosphate 4-kinase (PI5P4K); Phosphatidylinositol 5-phosphate 4-kinase type-2 alpha (Homo sapiens), P48426; max response, %; 1.2% of 330,000 active; PI5P4Kalpha enzyme, ADP-Glo luminescence, 60 min; active compounds read low; active = max response of -50% or lower; inconclusive = between -30% and -50%; inactive = -30% or higher; note: value at the top dose of about 77 µM; % is set by controls: 0 for no effect and ±100 for the full control effect
# Target sequence (P48426 whole entry, looked up): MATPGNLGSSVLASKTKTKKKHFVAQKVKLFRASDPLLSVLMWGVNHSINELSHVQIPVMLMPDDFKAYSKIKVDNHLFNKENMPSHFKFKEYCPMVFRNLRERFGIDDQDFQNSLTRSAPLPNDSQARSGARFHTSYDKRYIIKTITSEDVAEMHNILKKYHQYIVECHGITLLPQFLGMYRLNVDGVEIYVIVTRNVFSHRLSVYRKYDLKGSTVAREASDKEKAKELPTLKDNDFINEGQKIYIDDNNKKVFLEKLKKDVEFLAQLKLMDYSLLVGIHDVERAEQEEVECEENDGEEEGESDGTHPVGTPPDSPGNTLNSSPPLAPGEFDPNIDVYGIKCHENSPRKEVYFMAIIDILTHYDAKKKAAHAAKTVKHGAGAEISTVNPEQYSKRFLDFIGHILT
#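 ADP-Glo luminescence end-point read after a 60 min room-temperature kinase reaction of PI5P4Kalpha plus substrate, initiated with ATP at 5 microM final. Buffer: 0.038 M HEPES pH 7.4, EGTA, 0.1% CHAPS, 5% DMSO.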
# EPAC1 ag – qHTS for Agonist of cAMP-regulated guanine nucleotide exchange factor 3 (EPAC1): primary screen; Potency, µM (highest dose often 154 µM), for the others: top-dose activation, actives largely listed as activators; EPAC1 agonist qHTS, biochemical assay; response scale: 100% = response to 6.5 mM cAMP; Rap guanine nucleotide exchange factor 3 (Homo sapiens), O95398; AID 720707, 2013; 0.073% of 360,000 active; note: potency is the fitted concentration of half-maximal effect; nearly all actives have a fitted effect of over 60% in size
#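 Nucleotide exchange assay: 100 nM EPAC1 with 250 nM Rap1B loaded with BODIPY-GDP and 50 uM GDP, room temperature. Fluorescence (480/540 nm) read every 5 min for 30 min; signal change normalized to 6.5 mM cAMP as full agonist.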
# An asterisk follows results filed as active; ? = inconclusive; . = not tested or not shown; & = joins results of further samples; [ ] = remark or other dose. Unless noted, calls come from the whole dose curve; as a rule, active = well fitted curve in the direction sought with a large enough effect; inconclusive = small, poorly fitted or top-dose-only effect, or another doubt; inactive = no such curve, though single readings can be large; an effect the other way counts as inactive or inconclusive.
SMILES	PLK1 PBD inh	aSyn yeast inh	Abeta yeast res	EPAC1 antagonist	IL2 activator	WRN inhibitor	FUS suppressor	PI5P4K alpha inh	EPAC1 ag
CSc1cccc(CN2CCCC(CO)(Cc3cccc(Cl)c3)C2)c1 (configuration not stated)	-13%	-3%	14%	-12%	0.6	-1%	-10%	0	13%
Cc1ccc(C)c(S(=O)(=O)N2CCN(c3ncnc4sccc34)CC2)c1	-4%	10%	-29%	-22%	-0.5	?	63%	-4	1%
Oc1ccc(-n2cnnn2)cc1	-5%	-10%	-19%	7%	-1.7	-8%	33%	.	-2%
Cc1ccc(NNC2CC(=O)N(c3cccc(Cl)c3)C2=O)cc1 (configuration not stated)	-15%	13%	?	-6%	1.2	-1%	18%	0	7%
Cc1ccc(NC(=O)COC(=O)CN2C(=O)NC(C)(C)C2=O)cc1S(=O)(=O)N1CCOCC1	-12%	-8%	-5%	5%	5.9	-8%	6%	3	-5%
O=c1cc(O)c2c(=O)n(-c3ccccc3)c3ccccc3c2o1	-21%	13%	-11%	-5%	0.2	-14%	-5%	-7	0%
OCCNCc1cc(Br)ccc1OCc1ccccc1Cl	-7%	-2%	13%	7%	-0.5	-14%	-1%	7	11%
Cc1ccc(Sc2ncccc2C(=O)NCC(c2ccc(F)cc2)N2CCOCC2)cc1C (configuration not stated)	1%	4%	21%	6%	0.2	-8%	-6%	-7	-10%
Cc1ccc2oc(C(=O)N(C)Cc3ccc(C)o3)c(C)c2c1	?	-10%	-26%	-11%	-4.4	-6%	7%	-6	1%
Nc1cccc2cnccc12	-1%	-11%	8%	-1%	0.5	-4%	-10%	.	-9%
COc1ccccc1NC(=O)CSc1nc2ccccc2cc1Cc1ccccc1	3%	12%	7%	-1%	-2.4	-13%	-3%	.	12%
COc1ccc2c(C)cc(=O)sc2c1	-4%	4%	0%	-3%	0.0	6%	13%	-6	-1%
CCc1c(O)nc(SCC(=O)N2CCCCC2)n(-c2ccccc2C)c1=O	-7%	0%	-11%	-33%	6.7	2%	5%	.	7%
O=C(CSc1ncnc2ccccc12)N1CCCC1	-23%	-3%	-22%	-9%	-1.6	1%	-23%	0	-10%
CCC(C)(C)n1nnnc1C(c1ccccc1)N1CCc2ccccc2C1 (configuration not stated)	-2%	2%	16%	-12%	-0.1	-10%	-1%	9	0%
O=C(N/N=C/c1cc2c(cc1Cl)OCO2)c1ccc2c(c1)OCCO2	0%	5%	-2%	7%	-0.4	14%	2%	-2	-7%
COC(=O)c1ccc(C(=O)N(CCN(C)C)c2nc3c(Cl)cccc3s2)cc1	2%	7%	23%	12%	-0.4	4%	7%	-12	11%
CCCC(=O)N(c1ccccc1)C1C=CS(=O)(=O)C1 (configuration not stated)	-12%	0%	-21%	-2%	-3.8	-32%[57.1 µM]	44%	0	-14%
CCn1nnc(NC(=O)COc2ccc([N+](=O)[O-])cc2)n1	3%	-3%	-21%	-2%	-0.2	0%	12%	-2	6%
CN(C)S(=O)(=O)c1cccc(NC(=O)Cc2ccc(Cl)cc2)c1	-2%	-1%	2%	-4%	-0.4	-4%	.	1	0%
O=C1CC(NS(=O)(=O)c2ccc3ccccc3c2)CN1c1ccccc1 (configuration not stated)	-7%	7%	25%	-19%	-0.9	-6%	10%	-1	13%
CCOC(=O)N1CCN(C(=O)Nc2ccc(Cl)cc2Cl)CC1	-11%	0%	-8%	6%	-0.5	2%	7%	2	3%
CCCCc1nc2cc(C(=O)N(C)C3CCOCC3)ccc2o1	-8%	1%	-3%	-10%	-2.1	11%	9%	0	2%
C=CCN=c1scc(C)n1/N=C/c1ccc(O)c(O)c1	-1%	8%	11%	-4%	-0.9	2%	-5%	-3	-16%
CCN(CC)S(=O)(=O)c1ccc(NC(=O)CCNC(=O)c2ccco2)cc1	1%	0%	12%	18%	0.1	8%	-3%	-3	7%
COc1cc(NC(=O)CCn2c(=O)[nH]c3ccsc3c2=O)cc(OC)c1	-5%	2%	0%	17%	0.8	-2%	-3%	.	0%
COc1ccc(/C=N/Nc2nnc(Cc3ccccc3)c(=O)[nH]2)cc1	-1%	-4%	-13%	10%	3.9	4%	-17%	-1	14%
COc1ccc(CNC(=O)CCS(=O)(=O)c2ccc3c(c2)NC(=O)CS3)cc1	-13%	-3%	-4%	-18%	0.8	-7%	9%	-2	7%
CC1Sc2ccc(S(=O)(=O)NCCc3ccc(Cl)cc3)cc2NC1=O (configuration not stated)	-1%	2%	4%	-22%	-1.1	-1%	0%	10	-1%
COC(=O)[C@@]1(C)[C@H]2C(=O)N(Cc3ccccc3)C(=O)[C@H]2[C@H]2CN=C(SCC(=O)c3ccccc3)N21	?	-17%	8%	-13%	0.0	9%	27%	-25	-20%
COC(=O)CN1C(=S)N(c2ccccc2)C(=O)C1CC(=O)Nc1ccc(Cl)cc1 (configuration not stated)	-7%	6%	8%	2%	0.1	-4%	.	-3	-2%
CC1(C)Cc2c(sc3nnn(CC(=O)Nc4ccccc4)c(=O)c23)CO1	5%	14%	5%	-11%	0.2	-30%	6%	3	0%
S=c1nc[nH]c2c1cnn2Cc1ccccc1	-5%	1%	14%	-5%	-1.3	4%	22%	-1	-2%
O=C(OCn1nnc2ccccc2c1=O)c1cn(-c2ccccc2)nc1-c1cccnc1	9%&-16%	16%	0%	-12%	-2.0	-32%	?	-18	-9%
COC(=O)C1=C(C(=O)OC)[C@@H]2N(Cc3ccccc3)c3ccccc3[C@@]23C[C@@H](C(=O)OC)N(C(=O)c2cc(C)oc2C)C3=N1	-7%	-2%	1%	-4%	-4.1	4%	44%	-2	-4%
CCOC(=O)N1CCN(c2c(N3CCN(c4ccccn4)CC3)c(=O)c2=O)CC1	2%	1%	-12%	-4%	0.8	0%	-20%	-9	-6%
COc1ccc(S(=O)(=O)N2CCCC(c3cc(C(=O)NCc4cccnc4)no3)C2)cc1 (configuration not stated)	-2%	-1%	-7%	-17%	-0.5	-1%	5%	3	-8%
O=C(CCN1C(=O)C2C3CCC(C3)C2C1=O)OCC(=O)c1ccccc1 (configuration not stated)	-2%	14%	3%	6%	0.6	-5%	5%	2	18%
Cc1ccc(N2C(=O)c3ccccc3C2Nc2ccc(S(=O)(=O)N3CCOCC3)cc2)nc1 (configuration not stated)	-6%	0%	6%	-17%	-2.0	-4%	?	1	-4%
CCN(CC)C(=O)C(=O)c1cccn1-c1c(Cl)cccc1C#N	-7%	-22%	-26%	-7%	-2.0	7%	-5%	0	1%
CCOC(=O)c1c(C)[nH]c(C(=O)CN(C)CC(=O)Nc2ccccc2Cl)c1C	-4%	3%	?	-20%	-0.2	-5%	10%	6	5%
CCOC(=O)CNc1nc(C#N)nc(N2CCOCC2)n1	-6%	6%&10%	0%	11%	-1.6	6%	7%	6	-2%
O=C(COc1ccc(Br)cc1)Nc1cc(S(=O)(=O)N2CCCCC2)ccc1N1CCCCC1	-1%	-8%	4%	-5%	-3.1	0%	-9%	8	10%
Cc1nn(-c2ccc(F)cc2)c(C)c1CN1CCN(CCc2ccccc2)C(CCO)C1 (configuration not stated)	1%	10%	.	3%	1.9	0%	-7%	-8	2%
COc1cccc(-c2c(C(=O)N/N=C(\C)c3ccc(Cl)s3)nnn2-c2nonc2N)c1	2%	-1%	-7%	23%	-2.5	13%	15%	2	-7%
COC(=O)c1cn(NC(=O)c2ccc(OC)c([N+](=O)[O-])c2)c(=O)c2ccccc12	-4%	3%	14%	-1%	-0.9	-17%	0%	-6	5%
CCc1nc2ccc(C(=O)N3CCN(C(=O)c4ccco4)CC3)cn2c1N(C)C(=O)C1CCCCC1	0%	0%	-11%	-20%	-0.5	-9%	-7%	-2	3%
O=C(NCCCn1ccnc1)/C(=C\c1cccnc1)NC(=O)c1ccco1	-18%	1%	6%	17%	1.3	-10%	7%	-1	-3%
COc1ccccc1NC(=O)COC(=O)c1[nH]c(=O)[nH]c(=O)c1N	-5%	2%	13%	10%	0.3	4%	-2%	-23	-1%
CCC(=O)NC(c1ccc(Cl)cc1Cl)c1ccc2cccnc2c1O (configuration not stated)	3%	?	13%	-28%	-4.2	-17%[57.1 µM]	?	3	-12%

# Molecules above that contain two or more sulfur atoms, in the order listed:
SMILES	PLK1 PBD inh	aSyn yeast inh	Abeta yeast res	EPAC1 antagonist	IL2 activator	WRN inhibitor	FUS suppressor	PI5P4K alpha inh	EPAC1 ag
Cc1ccc(C)c(S(=O)(=O)N2CCN(c3ncnc4sccc34)CC2)c1	-4%	10%	-29%	-22%	-0.5	?	63%	-4	1%
COc1ccc(CNC(=O)CCS(=O)(=O)c2ccc3c(c2)NC(=O)CS3)cc1	-13%	-3%	-4%	-18%	0.8	-7%	9%	-2	7%
CC1Sc2ccc(S(=O)(=O)NCCc3ccc(Cl)cc3)cc2NC1=O (configuration not stated)	-1%	2%	4%	-22%	-1.1	-1%	0%	10	-1%

# Arranged by molecular weight (largest number first): some entries from above
SMILES	PLK1 PBD inh	aSyn yeast inh	Abeta yeast res	EPAC1 antagonist	IL2 activator	WRN inhibitor	FUS suppressor	PI5P4K alpha inh	EPAC1 ag
CCc1nc2ccc(C(=O)N3CCN(C(=O)c4ccco4)CC3)cn2c1N(C)C(=O)C1CCCCC1	0%	0%	-11%	-20%	-0.5	-9%	-7%	-2	3%
COC(=O)CN1C(=S)N(c2ccccc2)C(=O)C1CC(=O)Nc1ccc(Cl)cc1 (configuration not stated)	-7%	6%	8%	2%	0.1	-4%	.	-3	-2%
COc1ccccc1NC(=O)COC(=O)c1[nH]c(=O)[nH]c(=O)c1N	-5%	2%	13%	10%	0.3	4%	-2%	-23	-1%
